LYP inhibition: inhibitors of LYP phosphatase, biochemical, fluorescence intensity, uHTS (AID 1779). recombinant LYP phosphatase, fluorescence intensity; higher % means a stronger effect. one-dose inhibition, % at 11.5 µM; IC50 in µM for titrated hits. hit rate 0.054% among 290,000; in the data active = inhibition above about 50%;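 note: plate controls were vehicle with enzyme for no effect and no enzyme for full effect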
SV40 large T antigen: TAg ATPase/helicase activity blockers – biochemical (AID 1903) | hit rate 0.39% among 310,000 | SV40 large T antigen ATPase/helicase inhibition assay; higher % means a stronger effect | inhibition, % at 20 µM; hits with a dose series show IC50 in µM; in the data active = a potency from the dose series; inconclusive = inhibition mostly from about 32% at the one dose, without a potency; inactive = the rest, 99 in 100 with inhibition below about 32%; note: strong numbers were not always called active
HIV fusion peptide: cell-free HIV fusion peptide-binding blockers – biochemical, uHTS, fluorescence dequenching, primary screen (AID 1986) | cell-free peptide binding, fluorescence dequenching, 30 min; higher % means a stronger effect | inhibition, % at 20 µM, or IC50 in µM where a hit was titrated | hit rate 0.3% among 290,000; in the data active = inhibition mostly above about 52%, no sharp cut-off; inactive = mostly below about 76%; note: some results filed as inactive read as strong as hits
SIAH1 antagonists: blockers of Siah-1 interaction with plectin peptide – biochemical, fluorescence polarization, rhodamine-plectin, uHTS, primary screen (AID 1817) | displacement, % at 20 µM; hits with a dose series show IC50 in µM | hit rate 0.02% among 290,000 | Siah-1 / rhodamine-plectin peptide fluorescence polarization; higher % means a stronger effect;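 active = displacement of at least 50% at 20 µM, with a fluorescence ratio check between 0.3 and a set limit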;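 note: plate controls were Siah plus tracer with DMSO for no effect and tracer alone without Siah for full effect; strong numbers were not always called active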
Rac1 GTP hydrolysis: MgcRacGAP GTPase-activating activity inhibitors, confirmation, biochemical, ADP Hunter fluorescence. MgcRacGAP-stimulated Rac1 GTP hydrolysis, ADP Hunter fluorescence; higher % means a stronger effect; GST-tagged Rac1 F28L mutant substrate. inhibition, % at 30 µM, or IC50 in µM where a hit was titrated. hit rate 0.6% among 340,000. AID 624330;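 active = first-screen hits whose inhibition reached a set limit at any dose in the follow-up dose series; inconclusive = inhibition above the set first-screen limit but never retested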;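 note: fluorescence reports GDP produced by GAP-driven GTP hydrolysis; strong numbers were not always called active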
AID2073: inhibitors of Mint1-CaV2.2 protein interaction, biochemical, HTRF (AID 2073). HTRF protein-protein interaction, Mint1-CaV2.2; higher % means a stronger effect. inhibition, % at 20 µM; hits with a dose series show IC50 in µM. hit rate 0.19% among 290,000; in the data active = inhibition mostly above about 51%, no sharp cut-off; inconclusive = no clear call, values can overlap the other calls; inactive = mostly below about 53%; note: some results filed as inactive read as strong as hits
XIAP displacement: XIAP antagonists, biochemical, IAP family, fluorescence polarization (AID 1018); XIAP BIR domain, fluorescence polarization peptide displacement; higher % means a stronger effect; one-dose displacement, % at 20 µM; IC50 in µM for titrated hits; hit rate 0.007% among 200,000; in the data active = displacement above about 50%; note: a part of the inactive calls stands beside numbers as strong as those of hits
Dengue-2 NS5 capping: Dengue-2 NS5 methyltransferase inhibitors, primary screen, biochemical, confirmation dose response (AID 588689); Dengue-2 NS5 methyltransferase capping enzyme assay, biochemical; higher % means a stronger effect; one-dose inhibition, % at 25 µM; IC50 in µM for titrated hits; hit rate 0.3% among 340,000; in the data active = a potency from the dose series; inconclusive = inhibition above about 29% without an active follow-up result
RSV antiviral HEp-2: RSV antiviral activity via CPE protection, HEp-2 cells, primary 10 µM value included (AID 2391). hit rate 0.13% among 310,000. CPE inhibition, % at 10 µM, or IC50 in µM where a hit was titrated. HEp-2 cells, RSV-induced CPE inhibition; higher % means a stronger effect; in the data active = a potency from the dose series; inconclusive = CPE inhibition mostly from about 23% at the one dose, without a potency; inactive = the rest, 99 in 100 with CPE inhibition below about 21%; note: strong numbers were not always called active
Dengue-2 NS5 capping pilot replicate: second read-out of Dengue-2 NS5 capping, no call of its own (marks repeat the call); inhibition, %; measured here: pilot screen replicate inhibition
Active calls of the source: *; ? = inconclusive; · = no result given. This is a random part of the collection (roughly 1.7% active in at least one column).

SMILES | LYP inhibition | SV40 large T antigen | HIV fusion peptide | SIAH1 antagonists | Rac1 GTP hydrolysis | AID2073 | XIAP displacement | Dengue-2 NS5 capping | RSV antiviral HEp-2 | others
O=C(CCCOc1ccc(Br)cc1)Nc1ccc(S(=O)(=O)N2CCOCC2)cc1 | · | 14% | · | · | 2% | · | · | 4% | 16%
CCOc1cc(OCC)cc(C(=O)NCc2ccco2)c1 | -5% | 13% | -1.7% | 3% | 13% | 4% | · | 1% | 1.4%
CCCN(C(=O)c1ccco1)c1nnc(-c2ccccc2C)s1 | 2% | · | -0.6% | -2% | -40% | -5% | -9.0% | 3% | 2.3%
O=C1CC(c2cc3c(cc2Br)OCO3)C2=C(CCCC2=O)N1 (configuration not stated) | -6% | 11% | -0.4% | -2% | 5% | 5% | -1.8% | -4% | 2.0%
Cc1ccc(N2C(=O)C(NC(=O)c3ccccc3F)(C(F)(F)F)C3=C2CC(C)(C)CC3=O)cc1 (configuration not stated) | 5% | 10% | 0.7% | -1% | 5% | 11% | -6.5% | -7% | 6.9%
CNC(=S)NNC(=O)c1ccc(C(C)(C)C)cc1 | 5% | 11% | 0.9% | -4% | 13% | -36% | · | 0% | 2.3%
CN(C)C(CNC(=O)c1ccco1)c1cccs1 (configuration not stated) | · | 15% | · | · | 6% | · | · | 1% | 1.1%
Cn1cc(C(=O)c2ccc(Cl)cc2Cl)cc1C(=O)O | -8% | 24% | -3.2% | 0% | 1% | 0% | -4.4% | -1% | 1.9%
O=C(O)C1=C(OCc2ccc(F)c(F)c2)C(=O)NCC1 | -9% | 16% | -0.8% | 5% | · | 0% | -18% | · | 1.7%
COc1ccc(C(=O)Nc2cc3c4c(c2)C(C)C(=O)N4CCC3)cc1OC (configuration not stated) | · | 13% | · | · | 11% | · | · | -3% | -0.2%
C=CCNC(=O)c1onc(CSc2ccc(OC)cc2)c1C(=O)O | 1% | 6% | 3.8% | 1% | 6% | -7% | -4.3% | 0% | 2.7%
CCCCNc1cc(=O)n(C)c(=O)n1C | -7% | 9% | -1.6% | -3% | 14% | -1% | -4.3% | -7% | 4.2%
Cc1cc(C)n(-c2nc(C(F)(F)F)nc3ccccc23)n1 | -8% | 12% | -0.2% | 5% | -1% | -4% | -6.4% | -6% | 0.8%
C=CCc1c(NCCO)nc(C)[nH]c1=O | -12% | 19% | -1.4% | -4% | -2% | -6% | -7.8% | 8% | 0.2%
COCCNC(=O)CN(C(=O)CCC(=O)Nc1ccccn1)c1ccc(OC)cc1 | -8% | -1% | 0.0% | -1% | 4% | 14% | · | · | -1.2%
Cc1ccc(-c2n[nH]c(=S)n2C)cc1Cl | -12% | 11% | -0.7% | -5% | 23% | 7% | 0.1% | 4% | -3.3%
Cc1ccc(NC(=O)CN(C)C(=O)c2ccccc2Sc2ccccc2C#N)cc1 | · | 5% | · | · | 3% | · | · | 4% | -1.6%
CCOC(=O)C1CCN(C(=O)COc2ccc(Cl)cc2C)CC1 | -7% | -1% | -0.5% | 1% | 8% | -8% | -5.4% | -11% | 2.1%
CN(C)c1ccc(CN(C(=O)COc2ccc(Br)cc2)C2CCS(=O)(=O)C2)cc1 (configuration not stated) | 0% | 15% | -0.2% | 9% | 2% | -5% | 3.1% | 1% | 1.3% | Dengue-2 NS5 capping pilot replicate=-5.3
O=C1NN(c2ccc(Cl)c(Cl)c2)C(=O)/C1=C/c1cccc(OC(=O)c2cccs2)c1 | -1% | 10% | 12µM* | -2% | · | 19% | -4.9% | · | 0.8%
O=C(Nc1ccc(Cl)c(Cl)c1)c1ccc(Cl)c(Cl)c1 | 1% | 17% | 1.6% | 0% | 6% | 44% | · | -6% | 0.6%
CS(=O)(=O)c1ccc(Cl)c(NC(=O)COC(=O)CCN=C2NS(=O)(=O)c3ccccc32)c1 | · | 5% | · | · | 4% | · | · | 1% | 0.1%
CCOc1ccc(-n2c(SCC(=O)Nc3cc(C)on3)nnc2-c2c[nH]c3ccccc23)cc1 | -3% | 6% | -0.7% | -2% | 0% | -7% | -2.4% | -14% | 1.9%
O=C(Nc1ccc(Cl)cc1)N(Cc1cccs1)Cc1cccs1 | 2% | 4% | 0.3% | -2% | 3% | -10% | -4.6% | -5% | 3.6%
Cc1cc(NC(=O)CSc2nc(=O)n3cccc(C)c3n2)no1 | · | -1% | · | · | 3% | · | · | -2% | 4.7%
CCS(=O)(=O)Nc1ccc(C2=NN(C(=O)c3ccco3)C(c3cccs3)C2)cc1 (configuration not stated) | 1% | 25% | 0.5% | 3% | 7% | 12% | · | -2% | 11%
O=C(CCc1nc2ccccc2c(=O)[nH]1)N1CCN(S(=O)(=O)c2cccc([N+](=O)[O-])c2)CC1 | · | 8% | · | · | 14% | · | · | 6% | 0.2%
Fc1ccc(-c2nnc3n2CCCCC3)cc1 | -7% | 15% | 0.4% | -3% | · | 7% | -7.1% | · | 2.2%
COc1ccccc1OCC(=O)Nc1nnc(C2CCCC2)s1 | -8% | -1% | -0.1% | 9% | 7% | -3% | · | -3% | 5.3%
c1ccc(COc2cccc(CNCc3ccccn3)c2)cc1 | -7% | 8% | -1.2% | -5% | 2% | -5% | 1.9% | -2% | 0.0%
O=C(NC(=S)Nc1ccc(N2CCCC2)cc1)c1ccccc1[N+](=O)[O-] | 4% | 13% | -0.2% | -2% | 9% | -6% | -2.3% | -4% | 1.6%
COc1ccccc1NC(=O)CSc1nc2ccccc2n1C(C)=O | -7% | -2% | -2.1% | 2% | -5% | 7% | -5.3% | -9% | 1.9%
COc1ccc(C(=O)NCC(c2ccco2)N2CCc3ccccc32)cc1OC (configuration not stated) | · | 26% | · | · | 4% | · | · | 4% | 4.8%
O=C(O)c1cccc(NC(=O)c2cccc(S(=O)(=O)Nc3cccc([N+](=O)[O-])c3)c2)c1 | -10% | 4% | 6.0% | 3% | 12% | 0% | · | · | 0.7%
COc1cccc(Nc2nc(N)c([N+](=O)[O-])c(NCc3ccccc3)n2)c1 | 0% | 7% | -1.4% | -5% | 14% | 11% | · | 6% | ?
COc1ccc(N(C)S(=O)(=O)c2ccc(Cl)c(C(=O)NCCc3ccc(Cl)cc3)c2)cc1 | 5% | -3% | 3.0% | -2% | 6% | -5% | -2.6% | 3% | 15%
Cc1ccc2nc(SCC(=O)N3c4ccccc4CC3C)c(C)cc2c1 (configuration not stated) | 0% | 6% | -3.2% | -5% | 7% | 8% | -5.7% | 0% | 4.6%
CC(C)[C@H]1COCCS(=O)(=O)N1Cc1ccccc1F | · | 16% | · | · | 9% | · | · | 1% | -0.4%
COc1cc(/C=C/C(=O)O)cc(S(=O)(=O)Nc2cccc(SC)c2)c1OC | -3% | 17% | 17% | 26% | 10% | -1% | -4.4% | -5% | 1.8%
COc1ccc(C(=O)O/N=C/c2ccc(S(=O)(=O)c3ccc(Cl)cc3)nc2)cc1 | · | 9% | · | · | 6% | · | · | -8% | -0.3%
CCOC(=O)CSCC(=O)Nc1nnc(-c2cccc([N+](=O)[O-])c2)s1 | -4% | -3% | 1.4% | 4% | 8% | 4% | -0.8% | 0% | 2.8%
Cc1sc(NC(=O)CSc2nnc(-c3ccc(F)cc3)o2)c(C#N)c1C | -5% | 13% | 2.3% | 0% | 11% | -1% | -26% | -8% | 0.0%
COC(=O)c1ccc(CNC(=O)COC(=O)C23CC4CC(CC(C4)C2)C3)cc1 | 1% | 8% | 0.1% | 6% | 7% | 0% | -3.3% | -1% | 1.2%
O=C(NC1CCCC1)C(c1ccncc1)N(C(=O)c1csnn1)c1ccccc1 (configuration not stated) | -13% | 5% | 1.3% | -4% | 5% | 2% | · | -3% | 1.4%
Cc1cccc(N/C(N)=N/c2nc(C)cc(C)n2)c1 | 0% | 15% | 0.2% | 0% | 8% | 23% | 0.5% | -7% | -0.9%
O=C(Nc1ccc(S(=O)(=O)Nc2ccccc2)cc1)c1ccc(CN2CCOCC2)cc1 | -5% | -5% | 2.2% | 0% | 4% | 42% | -5.8% | -6% | -1.4%
O=C(c1cc2nc(-c3ccco3)cc(C(F)(F)F)n2n1)N1CCN(c2ccccn2)CC1 | 9% | 7% | 1.1% | -4% | 13% | -1% | -2.6% | 1% | -0.7%
COc1ccc(-n2nc(C(=O)NCC(=O)NCCC3=CCCCC3)c3ccccc3c2=O)c(OC)c1 | -4% | 11% | 2.4% | 0% | 7% | 5% | · | -1% | 2.4%
Cc1ccc(C(F)(F)F)cc1NC(N)=S | -6% | 3% | -1.0% | 0% | 3% | -16% | -7.2% | -3% | -0.9%
CC1CCN(C(=O)C2CCC(=O)N(Cc3ccc(Cl)cc3)C2)CC1 (configuration not stated) | -10% | 11% | -1.1% | 6% | 8% | 8% | · | -10% | 1.9%
C=CCNC(=S)NNC(=O)COc1ccc2cc(Br)ccc2c1 | -6% | 10% | -2.5% | 1% | 4% | 4% | -7.0% | -11% | 8.8%
CCCCCC(=O)N/N=C/c1cc(Br)c(O)c(OC)c1 | -4% | 25% | -1.2% | -4% | 26% | -3% | -7.9% | -3% | 4.0%
Cc1ccccc1-n1c(=O)cc(N2CCc3ccccc32)[nH]c1=O | -3% | 18% | 0.2% | -2% | 7% | 3% | -8.3% | 1% | 0.9%

Molecules listed so far that contain fluorine (8):
SMILES | LYP inhibition | SV40 large T antigen | HIV fusion peptide | SIAH1 antagonists | Rac1 GTP hydrolysis | AID2073 | XIAP displacement | Dengue-2 NS5 capping | RSV antiviral HEp-2 | others
Cc1ccc(N2C(=O)C(NC(=O)c3ccccc3F)(C(F)(F)F)C3=C2CC(C)(C)CC3=O)cc1 (configuration not stated) | 5% | 10% | 0.7% | -1% | 5% | 11% | -6.5% | -7% | 6.9%
O=C(O)C1=C(OCc2ccc(F)c(F)c2)C(=O)NCC1 | -9% | 16% | -0.8% | 5% | · | 0% | -18% | · | 1.7%
Cc1cc(C)n(-c2nc(C(F)(F)F)nc3ccccc23)n1 | -8% | 12% | -0.2% | 5% | -1% | -4% | -6.4% | -6% | 0.8%
Fc1ccc(-c2nnc3n2CCCCC3)cc1 | -7% | 15% | 0.4% | -3% | · | 7% | -7.1% | · | 2.2%
CC(C)[C@H]1COCCS(=O)(=O)N1Cc1ccccc1F | · | 16% | · | · | 9% | · | · | 1% | -0.4%
Cc1sc(NC(=O)CSc2nnc(-c3ccc(F)cc3)o2)c(C#N)c1C | -5% | 13% | 2.3% | 0% | 11% | -1% | -26% | -8% | 0.0%
O=C(c1cc2nc(-c3ccco3)cc(C(F)(F)F)n2n1)N1CCN(c2ccccn2)CC1 | 9% | 7% | 1.1% | -4% | 13% | -1% | -2.6% | 1% | -0.7%
Cc1ccc(C(F)(F)F)cc1NC(N)=S | -6% | 3% | -1.0% | 0% | 3% | -16% | -7.2% | -3% | -0.9%

Compound activity: PubChem BioAssay, several laboratories
